# Compound activity as filed in PubChem.
# TSHR antag – blocks TSH signaling through the human TSH receptor; AID 504810; TSHR-expressing cells, TSH-stimulated cAMP HTRF, 2 h; active compounds read low; activity change, negative = inhibition, % at 11.5 µM; 330,000 tested, 0.2% active;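 active = activity change below a set negative limit, meaning inhibition stronger than a set level, cut at about -70% in these data; inconclusive = activity change between two set negative limits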; also: % is scaled to controls: 0 for no effect and ±100 for the full control effect
#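 Cell-based HTRF cAMP assay; TSHR cells + compound, TSH EC80 (4nM final), 2 h, 37 deg C. Lysis with anti-cAMP cryptate and cAMP-d2, 30 min RT, read 665/620 nm.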
# KCNH2 3.1 block – blocks the human KCNH2 3.1 channel isoform; AID 720553; activity change, % (tested at about 1.8 µM); 340,000 tested, 0.95% active; U2OS KCNH2 3.1, thallium flux FluxOr; active compounds read low;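 active = maximum activity change below -70%; inconclusive = maximum activity change from -70% to -50%; inactive = maximum activity change above -50%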;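 also: thallium influx rate constant from kinetic fluorescence after stimulation buffer; % is scaled to controls: 0 for no effect and ±100 for the full control effect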
#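 Thallium flux read-out: FluxOr dye with Red40 quencher in HBSS/HEPES, 45 min at RT. Rate constants from kinetic reads were normalized to positive and negative DMSO controls. Cells: U2OS virally expressing the 3.1 isoform.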
# ELG1 repair inh – ELG1-dependent DNA repair inhibition. Potency, µM (series often up to 46.1 µM), inactives show at the top dose activity change, negative = inhibition, actives largely listed as inhibitors. AID 504467. 330,000 tested, 2.3% active. HEK293T ELG1-luciferase reporter, luminescence, 16 h; DNA damage induced by 5-fluorouridine; also: potency is read from the fitted curve at half-maximal effect; % is scaled to controls: 0 for no effect and ±100 for the full control effect; nearly all actives have a fitted effect of over 55% in size
#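 HEK293T cells expressing luciferase-tagged ELG1 (2,000/well) received 5-Fluorouridine plus compound or DMSO for 16 hr at 37 °C. Luciferase was read by ONE-Glo luminescence after 30 min at room temperature.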
# USP2a block – USP2a (human) protease inhibition | O75604 | USP2 core, Ub-CHOP2 coupled fluorogenic reporter, 485/531 | Potency, µM (titrated, usually from 38.3 µM), for the others: top-dose activity change, negative = inhibition, actives largely listed as inhibitors | 330,000 tested, 0.01% active | AID 463254;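 also: potency is read from the fitted curve at half-maximal effect; plate controls were DMSO wells for no effect and full inhibition by NEM control for full effect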
#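 USP2 core (10nM final) preincubated 30min RT with compound in 20mM Tris-HCl pH 8.0, 2mM CaCl2, 2mM beta-mercaptoethanol, 0.05% CHAPS; 25nM Ub-CHOP2 plus 25nM reporter substrate added, fluorescence (Ex485/Em531) read after 60min.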
# TRPV1 ag – human TRPV1 agonism. Q8NER1. TRPV1-expressing cells, Fluo-8 calcium influx, agonist mode. activation, % at 8.33 µM. 320,000 tested, 0.19% active; in the data active = activation above about 80%; inconclusive = between about 30% and that limit; also: 0% is about no effect
#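 TRPV1-expressing cells were cultured overnight at 35.5C and loaded with Fluo-8 calcium dye for 40 to 90 min at room temperature. After a 10 s baseline, compound was added and calcium influx was read kinetically for 3 min (ex 480/em 520 nm).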
# TCR act – T cell receptor activation; Potency, µM (doses to about 9.22 µM), for inactives: at the top dose activation of IL-2 secretion, usual class: activators; 330,000 tested, under 10 active; primary human leukocytes, anti-CD3, IL-2 HTRF, 48 h; also: % of control where 0% means no effect
#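 HTRF read-out of IL-2 secretion: europium cryptate donor excited at 320nm, d2 acceptor emission at 665nm. Cells were primary human leukocytes incubated 48 hr with compounds and a-CD3 beads, supplying TCR signal only.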
# KCNH2 WT inh – blocks the wildtype human KCNH2 potassium channel; 340,000 tested, 0.37% active; activity change, % at 1.84 µM; Q12809; AID 720551; U2OS, BacMam KCNH2, thallium flux FluxOr; active compounds read low;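 active = maximum activity change below -70%; inconclusive = maximum activity change between -70% and -50%; inactive = maximum activity change above -50%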; also: % is scaled to controls: 0 for no effect and ±100 for the full control effect
# Target sequence (Q12809 whole entry, looked up): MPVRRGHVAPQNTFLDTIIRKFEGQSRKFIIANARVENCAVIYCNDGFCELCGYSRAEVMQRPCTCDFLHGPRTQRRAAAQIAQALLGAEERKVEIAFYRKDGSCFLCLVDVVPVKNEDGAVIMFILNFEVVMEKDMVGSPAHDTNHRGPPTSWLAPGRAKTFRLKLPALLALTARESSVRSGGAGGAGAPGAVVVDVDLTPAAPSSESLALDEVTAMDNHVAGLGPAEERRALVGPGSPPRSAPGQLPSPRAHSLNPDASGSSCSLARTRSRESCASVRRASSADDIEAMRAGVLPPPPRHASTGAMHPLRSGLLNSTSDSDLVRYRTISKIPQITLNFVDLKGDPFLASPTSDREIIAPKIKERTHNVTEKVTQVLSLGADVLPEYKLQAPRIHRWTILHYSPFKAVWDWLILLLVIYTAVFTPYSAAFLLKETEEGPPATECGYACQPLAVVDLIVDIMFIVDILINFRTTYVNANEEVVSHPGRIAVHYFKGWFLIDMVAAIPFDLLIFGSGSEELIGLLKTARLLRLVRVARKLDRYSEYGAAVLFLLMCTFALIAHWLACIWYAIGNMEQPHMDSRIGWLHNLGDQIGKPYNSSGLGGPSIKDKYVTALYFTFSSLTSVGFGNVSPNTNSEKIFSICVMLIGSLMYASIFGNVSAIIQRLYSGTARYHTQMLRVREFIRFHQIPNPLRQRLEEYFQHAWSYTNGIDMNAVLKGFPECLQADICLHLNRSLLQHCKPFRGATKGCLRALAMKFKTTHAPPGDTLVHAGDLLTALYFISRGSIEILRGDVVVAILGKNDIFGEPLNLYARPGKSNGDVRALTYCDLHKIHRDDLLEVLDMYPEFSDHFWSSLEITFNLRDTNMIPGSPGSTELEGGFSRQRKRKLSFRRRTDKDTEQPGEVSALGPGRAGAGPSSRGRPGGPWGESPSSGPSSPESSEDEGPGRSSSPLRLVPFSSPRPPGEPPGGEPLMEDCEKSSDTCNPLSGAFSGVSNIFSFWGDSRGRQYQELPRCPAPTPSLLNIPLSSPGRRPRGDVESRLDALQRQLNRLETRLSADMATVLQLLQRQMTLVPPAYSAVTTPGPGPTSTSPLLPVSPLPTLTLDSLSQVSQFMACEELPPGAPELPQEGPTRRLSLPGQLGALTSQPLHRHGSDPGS
#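 U2OS cells were transduced with wild-type KCNH2 virus (2.03 x 10^8 / mL) for 4 h at room temperature, then cultured overnight at 37 C. Thallium flux was read with FluxOr dye. Rate constants were normalized to DMSO controls.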
# Eya2 inh – blocks the phosphatase activity of human Eya2; recombinant Eya2, OMFP fluorescence dephosphorylation (OMFP is methylfluorescein phosphate); Potency, µM (titrated, usually from 76.9 µM), inactives show at the top dose activity, negative = inhibition, most hits filed as inhibitors; 330,000 tested, 0.006% active; AID 488837; also: potency is read from the fitted curve at half-maximal effect; % is scaled to controls: 0 for no effect and ±100 for the full control effect
#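 Eya2 protein (added as 0.2 uM solution) was preincubated with compound for 10 min at ambient temperature in 50 mM HEPES pH 7.5, 50 mM NaCl, 5 uM MgCl2, 0.05% BSA, 1 mM DTT. OMFP (added at 50 uM) then reacted 10 min; fluorescence read at 485/525 nm.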
# Mito fusion yeast – blocks mitochondrial division or promotes mitochondrial fusion; S. cerevisiae fusion-defective mutant growth rescue, CellTiterGlo 48 h; Potency, µM (doses to about 46.1 µM), inactives show top-dose growth rescue (activation), most hits filed as activators; 320,000 tested, 0.23% active;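 also: potency is read from the fitted curve at half-maximal effect; % of control where 0% means no effect; nearly all actives have a fitted effect of over 45% in size; temperature-sensitive fusion mutants such as fzo1-1 at 37 °C on non-fermentable ethanol glycerol medium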
#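 Luminescent cell viability in 1536-well qHTS format served as the measure of rescued growth in ts fusion-mutant S. cerevisiae cultured on non-fermentable YPEG for 48 hours at 37C.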
# AT treatment – candidate therapy for ataxia-telangiectasia | 320,000 tested, 0.19% active | […] A-T fibroblasts, KAP-1 phosphorylation AlphaLISA; neocarzinostatin DNA damage 30 min before lysis | Potency, µM (titrated, usually from 57.5 µM), for the others: top-dose activation, usual class: activators | AID 485349; also: potency is read from the fitted curve at half-maximal effect; % of control where 0% means no effect; nearly all actives have a fitted effect of over 45% in size
#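 ATM-like activity read as KAP-1 phosphorylation via AlphaLISA donor/acceptor antibody pairs after lysis and 6 hr at 25C. Cells were ATM-null patient fibroblasts ([…], hTERT), dosed 60 min, then exposed to the DSB inducer NCS for 30 min.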
# The depositor's hits bear a star; i = inactive; ? = inconclusive; . = no result given; [ ] = dose if it differs, or a comment. Unless noted, calls follow the shape of the dose curve; as a rule, active = well fitted curve in the direction sought with a large enough effect; inconclusive = small, poorly fitted or top-dose-only effect, or another doubt; inactive = no such curve, though single readings can be large; an effect the other way counts as inactive or inconclusive.
SMILES,TSHR antag,KCNH2 3.1 block,ELG1 repair inh,USP2a block,TRPV1 ag,TCR act,KCNH2 WT inh,Eya2 inh,Mito fusion yeast,AT treatment
CC(Cc1cnccn1)NC(=O)c1cc(COc2ccc(F)cc2F)on1 (stereo not drawn),6,25,10%,-3%,9,-5%,-1,11%,0%,3%
COc1ccc(-n2c(SCC(N)=O)nnc2-c2ccc(NS(=O)(=O)c3ccc(C)cc3)cc2)cc1,12,27,-4%,1%,-4,.,2,25%,-2%,.
Cc1ccc(N=Nc2c(C)[nH]n(C(N)=S)c2=O)cc1C,-13,-23,?,0%,4,-7%[46.1 µM],1,2%,-2%,2%
O=C(Cc1ccc([N+](=O)[O-])cc1)OCc1ccc([N+](=O)[O-])cc1,-11,-24,14%,0%,19,2%,8,13%,6%,8%
O=C(Cn1nc(-c2ccccc2)oc1=O)OCC(=O)c1ccccc1,-1,4,17%,0%,.,-2%,-7,-23%,.,7%
COCCCNC(=O)c1cc(Sc2nnc(C)s2)nc2ccccc12,-6,22,-2%,4%,4,3%,-2,2%,-1%,0%
O=C(Nc1cccc2ccccc12)c1nn(C23CC4CC(CC(C4)C2)C3)cc1[N+](=O)[O-],-12,-20,-8%,-2%,1,-1%,14,-2%,8%,0%
COC(=O)Cc1c(C(=O)OC)nnn1-c1cccc(C(F)(F)F)c1,12,-8,8%,0%,3,1%,0,-3%,0%,-1%
O=C(NC1CC1)C1=C[C@H](c2csc3ccccc23)C[C@H](OCc2ccc(CO)cc2)O1,-3,6,-21%,-7%,6,5%,2,6%,-71%[inhibitor],19%
COc1ccc2nc(C)cc(N/N=C/c3ccc(F)cc3)c2c1,-19,5,?,5%,6,-24%,-17,0%,-5%,-5%
Cc1cc(=O)nc2c3ccccc3n(CC(=O)NC3CCCCC3)n12,2,9,2%,2%,1,-2%,-9,12%,-6%,-3%
COC(=O)C1C2C=CC(C3CC23)C1C(=O)OCC(=O)c1ccccc1 (stereo not drawn),11,4,0%,5%,-1,11%,4,3%,5%,8%
Cc1cc(N2CCN(c3ccccc3)CC2)nc(-c2ccccc2)n1,-36,-40,?,-2%,4,-5%,-5,-16%,-4%,5%
Cc1ccc2[nH]c(O)c(N=Nc3ccccc3C)c2c1,-11,-4,13%,-1%,0,3%,3,4%,0%,3%
CC(=O)c1cccc(NC(=O)C2CCCN(S(=O)(=O)c3cccc4cccnc34)C2)c1 (stereo not drawn),-4,-2,16µM*,3%,5,-5%,-1,-10%,0%,6%

# For convenience, part of the list above.
SMILES,TSHR antag,KCNH2 3.1 block,ELG1 repair inh,USP2a block,TRPV1 ag,TCR act,KCNH2 WT inh,Eya2 inh,Mito fusion yeast,AT treatment
Cc1cc(=O)nc2c3ccccc3n(CC(=O)NC3CCCCC3)n12,2,9,2%,2%,1,-2%,-9,12%,-6%,-3%
COC(=O)C1C2C=CC(C3CC23)C1C(=O)OCC(=O)c1ccccc1 (stereo not drawn),11,4,0%,5%,-1,11%,4,3%,5%,8%
Cc1cc(N2CCN(c3ccccc3)CC2)nc(-c2ccccc2)n1,-36,-40,?,-2%,4,-5%,-5,-16%,-4%,5%
Cc1ccc2[nH]c(O)c(N=Nc3ccccc3C)c2c1,-11,-4,13%,-1%,0,3%,3,4%,0%,3%
CC(=O)c1cccc(NC(=O)C2CCCN(S(=O)(=O)c3cccc4cccnc34)C2)c1 (stereo not drawn),-4,-2,16µM*,3%,5,-5%,-1,-10%,0%,6%

# (cont.)
SMILES,TSHR antag,KCNH2 3.1 block,ELG1 repair inh,USP2a block,TRPV1 ag,TCR act,KCNH2 WT inh,Eya2 inh,Mito fusion yeast,AT treatment
O=C(COc1ccccc1Cl)N1CCc2ccccc21,-8,-3,?,-5%,9,12%,-3,-7%,4%,16%
O=C(Nc1nc(-c2ccc(Cl)cc2)cs1)NC1CCCCC1,-7,-2,?,-2%,28,0%[46.1 µM],1,0%,?,5%
O=[N+]([O-])c1cn(-c2nc(-c3ccco3)cc(C(F)(F)F)n2)cn1,8,10,16%,3%,0,-1%,5,-1%,-1%,0%
COc1ccc(C(C#N)N2CCC(c3ccccc3)=N2)cc1 (stereo not drawn),3,10,0%,1%,3,-5%,-2,-1%,3%,-1%
O=C(Nc1ccccc1)C1CCCN1C(=O)Nc1ccccc1[N+](=O)[O-] (stereo not drawn),-8,10,1%,0%,-3,-4%,0,-7%,0%,4%
Cc1cc(C)n2nc(C(F)(F)F)c(-c3ccccc3)c2n1,-11,4,5%,4%,0,-7%,1,0%,10%,5%
CC(=O)Nc1ccc(C(=O)NNC(=O)CCc2ccccc2)cc1,2,8,-9%,2%,-1,4%,55,6%,1%,-5%
Cc1ccc(/C=C/C(=O)c2ccc(N3CCOCC3)cc2)s1,1,-8,?,-10%,?,-4%,0,-25%,1%,1%
CCOc1cc2nc(-c3ccc(OC)c(OC)c3)nc(N3CC(C)OC(C)C3)c2cc1OC (stereo not drawn),5,.,?,1%,-6,.,.,-7%,1%,-3%
CC1CCN(C(=O)COc2coc(CN3CCc4ccccc43)cc2=O)CC1,15,3,-2%,-1%,-4,-3%,0,-4%,3%,-12%
COc1ccc(NC(=O)COC(=O)c2ccc(OCc3ccc(Cl)cc3Cl)c(OC)c2)c(OC)c1,19,-6,1%,5%,1,-1%[46.1 µM],2,14%,0%,2%
COCCn1c(C)cc(C(=O)CSc2nnc(-c3cccnc3)n2-c2ccccc2F)c1C,2,-7,-1%,8%,1,3%,-1,15%,3%,-2%
O=C(Nc1ccccc1)Nc1scc2c1c(=O)oc1ccccc12,-7,-11,?,2%,6,3%,1,0%,0%,-1%
CC(C)c1ccc(NC(=O)NCc2ccccn2)cc1,7,-6,?,2%,?,-5%,12,-8%,1%,2%
Cc1ccc(CNc2ccc3c(c2)ncn3C)cc1,13,-12,?,1%,-2,.,-15,-5%,-7%,-3%
Cc1ccc(S(=O)(=O)N(C)C)cc1NC(=O)COC(=O)Cc1cccs1,-2,-7,3%,2%,-1,-7%,55,-7%,1%,-1%
COc1cccc(CC2(CO)CCCN(Cc3ccc(C)s3)C2)c1 (stereo not drawn),-1,-24,-3%,3%,21,-10%,5,-6%,-4%,1%
COc1ccc(/C=N/NC(=O)c2ccco2)cc1COc1ccc(F)cc1,-13,-13,2%,-2%,5,-12%,-30,0%,-1%,6%
C#CCOc1ccc(/C=C2/C(=O)ON=C2C)cc1Br,10,32,7%,1%,-2,-3%,-3,11%,-8%,-2%
Cc1ccc(-c2csc(NC(=O)c3cccc([N+](=O)[O-])c3C(=O)O)n2)cc1,9,-1,6%,2%,-1,-5%,5,11%,8%,4%
CN(Cc1cccnc1)Cc1cn(C)nc1-c1cccc(Cl)c1,-4,1,8%,2%,2,5%,-5,-5%,-10%,0%
O=C(CNc1ccccc1OC(F)F)N1CCc2ccccc21,-11,7,?,-1%,23,0%,-3,5%,11%,4%
CCc1nc2ccccc2nc1N1CCN(S(=O)(=O)c2ccccc2)CC1,-1,-13,?,1%,8,1%,16,?,16%,1%
C=C(NC(=O)C(=C)NC(=O)c1csc(C2=NC3c4csc(n4)C4NC(=O)c5csc(n5)C([C@@](C)(O)C(C)O)NC(=O)C5CSC(=N5)/C(=C\C)NC(=O)C(C(C)O)NC(=O)c5csc(n5)[C@]3(CC2)NC(=O)C(C)NC(=O)C(=C)NC(=O)C(C)NC(=O)C(C(C)CC)NC2C=Cc3c(C(C)O)cc(nc3C2O)C(=O)OC4C)n1)C(N)=O (stereo partly drawn),-12,.,5.2µM*,-1%,1,.,.,3%,3%,-12%
Cc1c(NC(=O)c2cc3nc(-c4ccccc4)cc(C)n3n2)c(=O)n(-c2ccccc2)n1C,11,-8,-12%,0%,-4,0%,3,-13%,2%,0%
O=C(NN=C1CCCC1)c1ccccc1OCc1ccc(Cl)cc1,10,3,-21%,0%,8,8%,i,-23%,-5%,5%
Cc1ccc(C(=O)OCc2cn(-c3ccccc3)nn2)cc1,-13,4,2%,1%,26,1%,-3,3%,?,8%

# Looked up above:
# C#CCOc1ccc(/C=C2/C(=O)ON=C2C)cc1Br in KCNH2 WT inh → -3
# CCc1nc2ccccc2nc1N1CCN(S(=O)(=O)c2ccccc2)CC1 in Mito fusion yeast → 16%

# This is a subset. The share of hits here may be higher or lower than overall.
